TPT1 inhibitor – C. albicans TPT1 enzyme inhibition; recombinant caTPT1, FP RNA substrate dephosphorylation; inhibition, % at 5 µM; hit rate 0.81% among 300,000;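 active means inhibition above the mean of all tested compounds plus 3 SD, set per screening campaign, cut at about 24% in these data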;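 further: plate controls were DMSO alone for no effect and ferristatin control at 100 nM for full effect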
AHR activator – human AHR activation; hit rate 2.5% among 320,000; P35869; activation, % at 5 µM; AHR-responsive luciferase reporter cells, luminescence; in the data active means activation above about 47%;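 further: 0% = vehicle wells and 100% = reference agonist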
PP1 counter – PP1-alpha (human) inhibition in PP5 counter-screen | P62136 | purified PP1alpha, OMFP fluorescence | inhibition, % at 6.7 µM | hit rate 0.9% among 320,000;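 active means inhibition above the mean inhibition of all tested compounds plus 3 SD, computed separately for each screening campaign, cut at about 15% in these data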
Target sequence (P62136 whole entry, looked up): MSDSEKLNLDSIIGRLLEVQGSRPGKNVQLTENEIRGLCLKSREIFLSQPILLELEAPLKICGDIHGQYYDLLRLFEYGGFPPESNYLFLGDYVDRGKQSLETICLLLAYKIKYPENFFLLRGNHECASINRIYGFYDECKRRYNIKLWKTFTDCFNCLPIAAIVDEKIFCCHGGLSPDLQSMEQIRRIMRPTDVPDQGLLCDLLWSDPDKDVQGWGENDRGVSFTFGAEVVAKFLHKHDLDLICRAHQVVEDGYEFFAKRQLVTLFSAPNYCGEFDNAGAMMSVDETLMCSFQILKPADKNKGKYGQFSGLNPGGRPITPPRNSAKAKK
PP5 inh – blocks human protein phosphatase 5 activity; P53041; purified PP5c, OMFP substrate fluorescence; inhibition, % at 6.7 µM; hit rate 0.18% among 320,000; AID 1987;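 active means inhibition above the campaign's mean inhibition across all tested compounds plus 3 SD, cut at about 9.5% in these data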;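 further: 0% = DMSO only and 100% = 100 µM cantharidin control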
Target sequence (P53041 whole entry, looked up): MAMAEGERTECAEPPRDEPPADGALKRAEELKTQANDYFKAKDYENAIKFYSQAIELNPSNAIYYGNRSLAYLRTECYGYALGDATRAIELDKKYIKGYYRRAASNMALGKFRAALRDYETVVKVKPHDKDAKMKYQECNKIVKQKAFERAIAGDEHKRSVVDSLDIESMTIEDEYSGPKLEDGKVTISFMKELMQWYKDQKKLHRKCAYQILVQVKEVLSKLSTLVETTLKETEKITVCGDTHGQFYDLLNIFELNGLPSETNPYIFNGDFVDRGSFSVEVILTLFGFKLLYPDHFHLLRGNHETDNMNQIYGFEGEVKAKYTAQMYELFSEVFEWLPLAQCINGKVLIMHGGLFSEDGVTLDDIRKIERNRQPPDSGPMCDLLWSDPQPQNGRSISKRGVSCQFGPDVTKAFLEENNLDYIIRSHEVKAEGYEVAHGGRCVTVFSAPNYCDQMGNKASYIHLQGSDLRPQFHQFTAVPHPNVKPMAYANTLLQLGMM
proCasp7 act – activates human procaspase-7, counter-screen for procaspase-3 activators; activation, % at 8.5 µM; recombinant procaspase-7, Ac-DEVD-pNA absorbance 405 nm; D23A/D198A/D206A triple mutant, cannot self-cleave; scale: DMSO 0, 5 µM enzyme 100; AID 463210; hit rate 0.093% among 330,000; P55210;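 active means percent activation above the screen-wide mean plus 3 SD, cut at about 25% in these data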
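Material: Procaspase-7 triple mutant (PC-7 D3A) | Quantity: 2 µM procaspase-7 mutant as dispensed | Reagent: DEVD-pNA substrate | Times: 1 h preincubation, 2 h reaction | Technique: 405 nm absorbance of p-nitroaniline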
PAFAH2 FP inh – inhibitors of human PAFAH2; recombinant PAFAH2, FP-rhodamine activity probe, fluorescence polarization; hit rate 0.99% among 340,000; Q99487; AID 492956; inhibition, % at 3.39 µM;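 active means inhibition above the mean over all tested compounds plus 3 SD, cut at about 30% in these data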;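 further: inhibitors block probe labeling of enzyme so polarization drops; 0% = enzyme with DMSO and 100% = wells lacking PAFAH2 protein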
procasp3 activ – procaspase-3 (human) activation; P42574; recombinant procaspase-3 D3A, Ac-DEVD-pNA absorbance 405 nm; activation, % at 8.5 µM; hit rate 0.11% among 330,000;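 active means activation above the mean of all tested compounds plus 3 SD, cut at about 21% in these data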;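 further: 0% = DMSO alone and 100% = DMSO wells spiked with extra 5 µM PC-3 D3A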
Target sequence (P42574 whole entry D9A/D28A/D175A): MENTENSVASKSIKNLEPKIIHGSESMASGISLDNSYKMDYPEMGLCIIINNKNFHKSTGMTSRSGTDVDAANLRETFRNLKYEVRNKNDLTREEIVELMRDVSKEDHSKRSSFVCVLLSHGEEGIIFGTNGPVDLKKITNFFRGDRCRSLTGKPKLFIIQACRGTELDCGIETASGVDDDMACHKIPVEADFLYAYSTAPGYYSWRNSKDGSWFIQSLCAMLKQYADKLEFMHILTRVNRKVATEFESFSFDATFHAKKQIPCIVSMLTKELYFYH
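Compound: 8.5 µM single point, 0.8% DMSO / Material: Autoprocessing-dead procaspase-3 D3A mutant enzyme / Timing: 1 h preincubation plus 2 h reaction at 25 °C / Medium: Zinc-free HEPES/NaCl buffer with 0.01% Triton X-100 at pH 7.4 / Technique: 405 nm absorbance of p-nitroaniline, reads at 0 and 120 min / Repeats: one well per compound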
Fh CTSL1 inh – counter-screen for PFM18AAP inhibitors: inhibitors of F. hepatica cathepsin L1. recombinant F. hepatica cathepsin L1, Z-Leu-Arg-MCA fluorescence. inhibition, % at 5.96 µM. hit rate 0.49% among 300,000;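 active means inhibition above the mean of all tested compounds plus 3 SD, set per screening campaign, cut at about 17% in these data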;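 further: 0% = plate median of test compound wells and 100% = 1 µM Z-Phe-Ala-diazomethylketone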
HCV core dimer – blocks dimerization of HCV core protein | TR-FRET GST/Flag-core106 dimerization, 1536-well | hit rate 0.33% among 300,000 | inhibition, % at 5 µM;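 active means inhibition above the mean of all tested compounds plus 3 SD, set per screening campaign, cut at about 45% in these data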
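test system = GST/Flag-tagged HCV core106 proteins | probe or stimulus = Eu donor and XL665 acceptor anti-tag antibodies | times = compound-protein-antibody incubation 4 h at 22.5 °C | signal = TR-FRET, excitation 340 nm, emission 617 and 671 nm | measure = percent inhibition of core106 dimerization signal | controls = wells lacking GST-core106 and wells with excess unlabelled core106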
An asterisk follows results filed as active; / = not tested or not shown.

SMILES | TPT1 inhibitor | AHR activator | PP1 counter | PP5 inh | proCasp7 act | PAFAH2 FP inh | procasp3 activ | Fh CTSL1 inh | HCV core dimer
O=C(CSc1nnc(NC(=O)C2CC2)s1)NCc1ccco1 | 0.1 | 1.3 | 1.3 | 3.9 | 8.7 | -4.1 | -3.3 | -2.4 | -7.5
Cc1c(C=O)c2ccccn2c1C(=O)c1ccc(Cl)c([N+](=O)[O-])c1 | -2.1 | 8.3 | 0.7 | -1.7 | -0.5 | 17.6 | 8.0 | 0.9 | 2.8
Cc1cc(C)cc(-c2nnc(SCC(=O)NC3CC3)o2)c1 | / | 8.2 | -0.3 | 2.2 | 8.1 | -3.3 | 5.8 | / | /
CC(=O)c1ccc(NC(=O)C2=CC(c3cccs3)=NS(=O)(=O)N2C)cc1 | 0.0 | 0.4 | -5.0 | -2.3 | -10.7 | 1.9 | 3.6 | -1.8 | 1.1
Cc1cccc(NC(=O)Nc2cccc(F)c2)n1 | -0.5 | 45.1 | 0.2 | 3.4 | 5.0 | 0.8 | 1.0 | -0.8 | 1.5
COc1ccc(CC(=O)Nc2ccc(-c3cn4ccccc4n3)cc2)cc1OC | -0.5 | -5.0 | -4.5 | 0.4 | 0.6 | 3.6 | 2.3 | -1.4 | 0.1
CS(=O)(=O)N(CC(=O)Nc1ccc(S(=O)(=O)N2CCOCC2)cc1)c1cccc(F)c1 | -2.4 | 1.1 | 4.0 | 0.1 | 9.9 | -5.3 | 2.2 | -3.5 | -4.8
Cc1ccc(CSc2nc3ccccc3c(=O)n2Cc2ccco2)cc1 | -8.1 | 0.3 | 5.3 | 2.7 | 5.5 | 0.5 | 8.0 | -1.0 | 5.8
Cc1cc(NC(=O)CSc2nnnn2C)n(-c2ccccc2)n1 | 3.4 | -0.9 | -3.1 | -0.6 | 5.2 | 1.6 | -4.2 | 3.3 | -14.4
N#Cc1c(/N=C/c2ccco2)sc2c1CCC2 | 2.6 | 11.8 | -1.1 | 2.0 | -23.0 | 10.4 | -18.4 | 2.7 | 3.7
O=C(COC(=O)c1cc(S(=O)(=O)N2CCOCC2)ccc1Cl)NCCc1ccccc1 | / | 1.2 | 0.9 | 2.3 | 0.5 | 6.0 | -6.0 | / | /
Cc1ccc(NC(=O)CCNS(=O)(=O)c2ccc3c(c2)CCC(=O)N3)cc1C | 2.8 | 6.1 | -2.1 | 1.4 | 2.3 | -1.1 | 13.5 | -1.3 | 9.4
O=C(CNC(=O)Cc1ccc(Cl)cc1)NCC(=O)N1CCCCC1 | -3.9 | 0.5 | -4.0 | -0.6 | -0.1 | -1.6 | -1.8 | -3.5 | -3.9
Cn1c(SCC(=O)OCc2ccccc2)nnc1-c1ccco1 | -0.7 | 2.5 | -0.5 | 0.0 | 3.0 | -7.5 | 0.2 | -4.9 | -4.4
COc1ccc(CC(=O)Nc2cc(C)ccn2)cc1OC | 1.6 | 1.7 | -1.9 | 2.2 | 0.2 | 1.4 | -4.4 | 5.7 | -0.8
Cc1cc(C(=O)COc2cccc([N+](=O)[O-])c2)c(C)n1C1CC1 | / | -3.4 | 1.4 | 2.7 | -11.0 | -2.2 | 3.2 | / | /
CC(=O)c1cccc(N(CC(=O)NC2CCCC2)C(=O)CNC(=O)c2cccs2)c1 | -1.4 | -0.7 | -3.2 | -0.1 | 1.3 | 10.8 | -2.7 | -1.7 | -1.2
CC(C)(C)c1cc(CN2CCOCC2)c(C(=O)O)o1 | 0.7 | 0.8 | -2.8 | -1.2 | 3.8 | 0.8 | -1.7 | -0.9 | -8.6
O=C(COc1ccccc1)Nc1ccc(F)cc1 | 2.9 | 7.5 | -0.6 | 0.7 | 0.5 | -4.2 | -9.9 | -0.6 | 0.5
Cc1c(NC(=O)CSCc2ccc(Br)cc2)c(=O)n(-c2ccccc2)n1C | 1.6 | 0.4 | -2.6 | 1.9 | -3.6 | -0.6 | 2.9 | 1.5 | 7.7
O=S(=O)(c1ccc(=S)[nH]c1)N1CCOCC1 | / | 4.5 | -2.9 | 0.0 | -15.9 | -4.8 | -10.8 | / | /
CC(CCc1ccc(O)cc1)NC(c1ccccc1)c1ccc(Cl)cc1 (stereo not given) | -0.3 | 0.8 | 1.0 | 4.2 | -11.6 | 2.5 | -9.2 | 0.2 | -0.2
CC(C)c1ccc(OCC(=O)Nc2ccc3oc(=O)ccc3c2)cc1 | -5.3 | 0.0 | 0.3 | 1.1 | 14.0 | -6.9 | -1.9 | 1.4 | 10.0
COc1ccccc1Nc1nc(NCCO)nc(N)c1[N+](=O)[O-] | -1.8 | 97.2* | -4.0 | 0.5 | 7.4 | / | 3.2 | -1.6 | 4.6
Cc1cc(C)n(-c2nc3c(c(=O)[nH]c(=O)n3C)n2Cc2cccc(Br)c2)n1 | 0.8 | 3.8 | 0.8 | 0.1 | 6.1 | -1.7 | 6.6 | -2.1 | -2.0
The listing continues:
SMILES | TPT1 inhibitor | AHR activator | PP1 counter | PP5 inh | proCasp7 act | PAFAH2 FP inh | procasp3 activ | Fh CTSL1 inh | HCV core dimer
NC(=O)c1cccnc1Nc1ccccc1Cl | -0.9 | 4.7 | -1.5 | -0.2 | 5.5 | 4.2 | 4.4 | -1.5 | 1.2
O=C(COC(=O)/C=C/c1ccc(OC(F)F)cc1)NC(=O)NC1CCCCC1 | / | -0.7 | / | / | 3.4 | 16.7 | 1.3 | / | /
O=C(C/C=N\OCc1ccc([N+](=O)[O-])cc1)Nc1ccc(Br)cc1 | -5.5 | -0.6 | 0.0 | -0.2 | 6.0 | 12.0 | -3.5 | 0.7 | 2.3
O=C(COc1cccc(C(F)(F)F)c1)NNC(=O)Cn1c(=O)cnc2ccccc21 | -2.0 | -2.7 | -0.5 | -0.7 | 4.9 | 4.8 | -7.5 | -4.1 | -3.6
CCOc1ccccc1-n1nnnc1SCC(=O)Nc1cc(C)on1 | 1.9 | 0.8 | 0.6 | -2.5 | 11.2 | 3.7 | 1.7 | -2.2 | 3.7
CCCCC1(Cc2ccc(OC)c([N+](=O)[O-])c2)C(=O)N(c2ccccc2)N(c2ccccc2)C1=O | 0.4 | 2.1 | 0.7 | 2.6 | 5.6 | 5.5 | -0.3 | 4.6 | 2.8
O=C(NCc1cccc2ccccc12)c1cccs1 | / | 9.7 | -0.7 | 1.3 | 21.1 | 7.9 | -0.8 | / | /
Cc1cccc(CN2CCOCCS2(=O)=O)c1 | -4.8 | -1.6 | 1.6 | 1.4 | 7.1 | 5.7 | 6.0 | 2.3 | -0.7
O=c1cc(N2CCN(c3cccc(Cl)c3)CC2)[nH]c(=O)n1C1CCCCC1 | 2.8 | 3.9 | 3.0 | 4.8 | 9.1 | -3.1 | 0.4 | -0.6 | 4.0
CC(C)C(C(=O)NCc1ccccc1)N(CC1CCCO1)C(=O)CNS(=O)(=O)c1ccccc1 (stereo not given) | 0.0 | -4.6 | 5.0 | 0.5 | -4.4 | 11.4 | 0.4 | -5.2 | 0.8
COc1ccc(CCNC(=O)CCC(=O)N2CCOc3ccc(C)cc32)cc1OC | -2.7 | 0.7 | -1.0 | 1.1 | 10.8 | 2.3 | -2.9 | -3.0 | 7.8
Cc1nn(Cc2ccc(F)cc2)c(C)c1NC(=O)c1cnn2c1NC(c1cccs1)CC2C(F)(F)F (stereo not given) | 1.0 | 5.7 | 3.3 | 1.6 | -6.1 | -7.5 | 1.5 | -3.7 | 1.4
CCOc1ccc(C2=CSC3=NCCN23)cc1 | -0.7 | 0.0 | 3.0 | 1.6 | -4.3 | -0.5 | -1.9 | -0.7 | 10.3
CCOc1ccc(S(=O)(=O)N2CCC(C(=O)NCC3CCCO3)CC2)cc1 (stereo not given) | -1.1 | -1.8 | -2.4 | 3.6 | 4.8 | -3.0 | 9.0 | -1.5 | 0.2
C=CCOc1cccc(C(=O)N2CCC(CCC(=O)NC3CC3)CC2)c1 | -2.9 | 2.0 | -4.0 | -1.4 | 1.5 | -1.4 | 0.2 | -4.4 | 6.6
C=CCc1ccc(OCC(O)CN2CCCCC2C)c(OC)c1 (stereo not given) | -1.7 | 5.5 | -1.1 | 0.0 | 3.5 | 2.0 | -1.5 | -5.5 | -4.7
O=C(Cc1ncc(C(F)(F)F)cc1Cl)NC1CC1 | -1.3 | 0.7 | -0.1 | 1.8 | 3.2 | -1.1 | 9.8 | 0.3 | -0.2
OC(COc1ccc(Cl)c2ccccc12)CN1CCN(c2ccccn2)CC1 (stereo not given) | -5.8 | 1.2 | 4.8 | 4.0 | 5.7 | -3.1 | 1.7 | -0.6 | -6.7
CCn1nnnc1NCc1c(OC)ccc2ccccc12 | -0.9 | 5.7 | -3.1 | 3.6 | 15.1 | -1.8 | 0.4 | 2.2 | 0.6
Cc1cc(C)n(CC(C)NCc2cn[nH]c2-c2ccc(C)c(C)c2)n1 (stereo not given) | -3.6 | 2.8 | -2.4 | 1.1 | 0.1 | 11.3 | 7.1 | -3.0 | 0.4
Cc1cc2cc(C#N)c(N3CCOCC3)nc2cc1Cl | -3.4 | 6.8 | -1.8 | 2.5 | -2.5 | 3.6 | 2.7 | 3.5 | 2.0
Cc1cc(=O)n(-c2ccc(O)cc2)[nH]1 | -0.7 | 1.9 | -1.9 | 5.9 | -5.3 | 11.5 | -1.8 | 1.8 | -3.4
O=C(Nc1ccccc1)Nc1cccc2nsnc12 | 2.0 | 22.8 | -1.9 | 1.5 | -2.2 | -2.9 | -6.8 | -0.7 | -5.8
CCCNC(=O)CS(=O)(=O)Cc1nc(-c2cccc(OC)c2)oc1C | 1.5 | 6.7 | -1.4 | 0.1 | 2.6 | -4.0 | 3.4 | -2.6 | -9.0
C/C(=N\NC(=O)c1c(Cl)c(C)nn1C)c1cccc(NC(=O)COc2ccc(Cl)cc2)c1 | 0.5 | 4.9 | -4.6 | 0.2 | 5.6 | 4.4 | 0.0 | -2.3 | 5.5
New compounds follow:
SMILES | TPT1 inhibitor | AHR activator | PP1 counter | PP5 inh | proCasp7 act | PAFAH2 FP inh | procasp3 activ | Fh CTSL1 inh | HCV core dimer
Cc1cc(CNC(=O)CCc2nnc(CCCCc3ccccc3)o2)nn1C | 1.1 | -1.2 | -1.1 | -2.3 | 8.5 | 3.8 | 0.8 | -0.9 | 1.4
CC(C)OC(=O)CSc1nnc(-c2ccc(Cl)cc2Cl)o1 | -3.6 | 5.9 | 0.2 | 1.2 | 0.3 | -4.5 | -3.1 | 21.2* | 1.8
COc1cc(OC)cc(C(=O)O/N=C(\N)c2ccncc2)c1 | -2.3 | 5.4 | 10.1 | 3.4 | 4.7 | -2.2 | 1.5 | -4.0 | -5.8
O=C(/C=C/c1ccccc1)OCCCN=C1NS(=O)(=O)c2ccccc21 | -0.8 | -1.1 | -4.8 | 1.7 | 11.3 | 0.5 | -4.1 | -2.3 | 3.8
O=C(O)c1cccc2c1C(=O)N(C1CCCC1)C2 | -1.4 | -3.1 | -4.1 | 1.9 | -0.6 | 7.5 | -1.6 | -2.8 | -2.3
O=C(CC(=O)N/N=C/c1ccccc1O)NCc1cccnc1 | -2.3 | 5.1 | -1.0 | 2.3 | 7.0 | -1.4 | 11.2 | 1.1 | -4.8

Screening results (PubChem)

Random draw from the library; 5.6% or so of the library scored in one or more.
